Screening results from PubChem.
ELG1 genotox: qHTS screen for small molecules that induce genotoxicity in human embryonic kidney (HEK293T) cells expressing luciferase-tagged ELG1; HEK293T ELG1-luciferase reporter, luminescence, 16 h; Potency, µM (highest dose often 46 µM), for the others: at the top dose activity change, positive = activation, usual class: activators; 330,000 tested, 1.3% active; AID 504466, 2011; further: potency means the concentration at half of the fitted maximal effect; % of control where 0% means no effect; nearly all actives have a fitted effect of over 60% in size
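HEK293T cells expressing luciferase-tagged ELG1 were treated with compound or DMSO for 16 hr at 37°C. Luciferase activity was then read after 30 min with ONE-Glo at room temperature; rising signal flags genetic stress.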
FLuc counter: qHTS profiling assay for firefly luciferase inhibitor/activator using purifed enzyme and Km concentrations of substrates (counterscreen for miR-21 project) | Potency, µM (titrated, usually from 57.5 µM), for inactives: at the highest dose activity change, negative = inhibition, hits mostly inhibitors | 360,000 tested, 6.9% active | Luciferin 4-monooxygenase (Photinus pyralis), P08659 | purified FLuc, Km substrates, luminescence inhibition;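 further: potency means the concentration at half of the fitted maximal effect; plate controls were vehicle for no effect and reference inhibitor for full effect; nearly all actives have a fitted effect of over 55% in size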
Target sequence (P08659 whole entry, looked up): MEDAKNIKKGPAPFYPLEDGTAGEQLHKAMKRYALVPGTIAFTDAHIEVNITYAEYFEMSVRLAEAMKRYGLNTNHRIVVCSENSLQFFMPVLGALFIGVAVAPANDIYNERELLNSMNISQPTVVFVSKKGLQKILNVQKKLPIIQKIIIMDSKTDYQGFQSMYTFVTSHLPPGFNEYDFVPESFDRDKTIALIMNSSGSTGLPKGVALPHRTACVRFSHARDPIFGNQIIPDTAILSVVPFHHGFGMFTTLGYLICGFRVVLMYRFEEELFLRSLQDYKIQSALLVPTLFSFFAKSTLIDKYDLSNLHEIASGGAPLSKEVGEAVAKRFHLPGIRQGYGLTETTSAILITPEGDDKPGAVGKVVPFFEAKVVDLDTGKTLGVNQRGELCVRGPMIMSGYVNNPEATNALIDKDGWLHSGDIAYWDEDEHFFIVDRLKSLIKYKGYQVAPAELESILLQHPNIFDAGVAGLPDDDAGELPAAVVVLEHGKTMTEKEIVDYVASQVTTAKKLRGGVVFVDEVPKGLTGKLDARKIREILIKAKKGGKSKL
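Purified P. pyralis luciferase, 10 nM final, with Km-level 10 uM D-luciferin and 10 uM ATP in 50 mM Tris acetate pH 7.5, 10 mM Mg acetate, 0.01% Tween-20, 0.05% BSA; 6-point qHTS titration about 60 µM downward; luminescence read.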
Tb PFK block: qHTS Assay to Find Inhibitors of T. brucei phosphofructokinase; ATP-dependent 6-phosphofructokinase (Trypanosoma brucei brucei), O15648; T. brucei PFK, ADP-Glo luminescence; Potency, µM (titrated, usually from 57.5 µM), for the others: top-dose activity, negative = inhibition, usual class: inhibitors; 330,000 tested, 0.17% active; AID 485367, 2010;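 further: potency means the concentration at half of the fitted maximal effect; 0% = uninhibited 1x PFK enzyme wells and -100% = no-enzyme wells; nearly all actives have a fitted effect of over 60% in size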
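1.25 nM PFK with 0.5 mM F6P and 0.1 mM ATP in 0.1 M TEA pH 8.0, 5 mM MgCl2, incubated 45 min at room temperature; ADP measured by ADP-Glo luminescence; compounds titrated up to 57 uM.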
uPA generation: qHTS for Inhibitors of Cell Surface uPA Generation. cell surface uPA generation assay, qHTS. Potency, µM (highest dose often 38.3 µM), inactives show at the top dose activity change, negative = inhibition, actives largely listed as inhibitors. 330,000 tested, 0.31% active; active means well fitted inhibition curve with a large enough effect; inconclusive means small, poorly fitted or top-dose-only effect; inactive means no such curve, though single readings can be large or run the other way; tested in mouse RAW 264.7 cells; further: potency means the concentration at half of the fitted maximal effect; on the % scale 0 is the no-effect control and ±100 the full control effect; nearly all actives have a fitted effect of over 55% in size
Giardia kill: Small Molecules that selectively kill Giardia lamblia: qHTS; activity change, % at 7.66 µM, hits read low; Giardia lamblia trophozoite viability; 340,000 tested, 0.15% active; in the data active means activity change below about -80%; inconclusive means between about -30% and that limit;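 further: parasites exposed to compound for two days anaerobically before the ATP read; on the % scale 0 is the no-effect control and ±100 the full control effect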
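Anaerobic 48 hrs incubation at 37 deg C of 100 trophozoites/well with test compounds; ATPLite 1-Step luminescence, 15-30 min RT, reports cellular ATP as viability.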
VP16 counter: VP16 counterscreen qHTS for inhibitors of ROR gamma transcriptional activity; Drosophila S2 Gal4-VP16 UAS-luciferase, luminescence, 20 h; Potency, µM (doses to about 53.6 µM), without a hit: at the highest dose activity, negative = inhibition, most hits filed as inhibitors; 310,000 tested, 3.5% active;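 further: Gal4-VP16 expression switched on by copper sulfate through the metallothionein promoter; potency means the concentration at half of the fitted maximal effect; on the % scale 0 is the no-effect control and ±100 the full control effect; nearly all actives have a fitted effect of over 50% in size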
KCNH2 3.1 inh: qHTS for Inhibitors of KCHN2 3.1: Mutant qHTS; activity change, % (tested at about 1.8 µM); U2OS KCNH2 3.1, thallium flux FluxOr; hits give low values; 340,000 tested, 0.95% active;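 active means maximum activity change below -70%; inconclusive means maximum activity change from -70% to -50%; inactive means maximum activity change above -50%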;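 further: thallium influx rate constant from kinetic fluorescence after stimulation buffer; on the % scale 0 is the no-effect control and ±100 the full control effect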
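Thallium flux read-out: FluxOr dye with Red40 quencher in HBSS/HEPES, 45 min at RT. Rate constants from kinetic reads were normalized to positive and negative DMSO controls. Cells: U2OS virally expressing the 3.1 isoform.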
NPC1 prom act: qHTS Assay for NPC1 Promoter Activators | Huh7 NPC1 promoter luciferase reporter, 24 h | AID 485313, 2010 | 320,000 tested, 2.4% active | Potency, µM (series often up to 9.22 µM), without a hit: at the top dose activation, hits mostly activators;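 further: potency means the concentration at half of the fitted maximal effect; % of control where 0% means no effect; nearly all actives have a fitted effect of over 60% in size; reporter is driven by a mutant NPC1 promoter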
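NPC1 promoter–luciferase Huh7 cells; 24 h compound; luminescence.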
Rab9 prom act: qHTS Assay for Rab9 Promoter Activators. Huh7 Rab9 promoter-luciferase reporter, luminescence, 24 h. AID 485297, 2010. Potency, µM (highest dose often 9.22 µM), for inactives: at the top dose activation, negative = inhibition, actives largely listed as activators. 320,000 tested, 2.8% active; further: potency means the concentration at half of the fitted maximal effect; % of control where 0% means no effect; nearly all actives have a fitted effect of over 60% in size
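Luminescence from Amplite-detected luciferase (10 minutes, ambient) reports Rab9 promoter activation. Before that, stable Rab9-luciferase Huh7 cells (1500/well, reduced-serum OP-MEM I plus 10% FBS) were exposed to compound for 24 hours at 37C.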
FBPA coupling cs: qHTS Assay for Inhibitors of Fructose-1,6-bisphosphate Aldolase from Giardia Lamblia: Coupling assay counterscreen | coupling enzyme system counterscreen, AmpLite Red fluorescence | 290,000 tested, 0.67% active | activity change, negative = inhibition, % at 58.2 µM, hits read low | AID 2472, 2010; in the data active means activity change below about -30%; further: on the % scale 0 is the no-effect control and ±100 the full control effect
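Fluorescence at 525 nm excitation and 598 nm emission measured inhibition of the coupled detection system without aldolase. Compounds (at 57.5 uM final) were preincubated 10 min at room temperature with coupling enzyme reagent before a 20 min substrate/AmpLite Red step.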
RORgamma inh: qHTS for inhibitors of ROR gamma transcriptional activity; AID 2551, 2010; Potency, µM (top dose mostly 53.6 µM), without a hit: top-dose activity change, negative = inhibition, actives largely listed as inhibitors; 310,000 tested, 5.4% active; Drosophila S2 Gal4-RORgamma UAS-luciferase reporter, 20 h; Nuclear receptor ROR-gamma (Mus musculus), P51450; further: potency means the concentration at half of the fitted maximal effect; on the % scale 0 is the no-effect control and ±100 the full control effect; nearly all actives have a fitted effect of over 60% in size
Target sequence (P51450 whole entry, looked up, the tested form may be a part): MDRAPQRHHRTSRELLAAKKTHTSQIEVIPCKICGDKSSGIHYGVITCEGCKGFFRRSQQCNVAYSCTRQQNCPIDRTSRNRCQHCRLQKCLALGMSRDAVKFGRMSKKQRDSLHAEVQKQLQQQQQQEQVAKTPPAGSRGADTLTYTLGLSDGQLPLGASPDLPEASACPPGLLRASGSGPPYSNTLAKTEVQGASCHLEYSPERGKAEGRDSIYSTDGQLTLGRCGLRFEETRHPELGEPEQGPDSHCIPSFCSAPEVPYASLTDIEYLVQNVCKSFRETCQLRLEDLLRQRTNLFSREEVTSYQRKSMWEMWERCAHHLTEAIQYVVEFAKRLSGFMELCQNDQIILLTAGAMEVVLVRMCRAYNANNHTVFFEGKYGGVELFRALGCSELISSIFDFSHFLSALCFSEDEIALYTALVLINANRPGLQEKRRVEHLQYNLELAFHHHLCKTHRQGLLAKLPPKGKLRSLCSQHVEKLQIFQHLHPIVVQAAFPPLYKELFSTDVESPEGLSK
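In this cell-based reporter format, copper sulfate (700 uM final) drives Gal4–ROR gamma fusion expression from a metallothionein promoter in Drosophila Schneider cells; compounds preincubated 1 hr, reporter read after 20 hr at ambient temperature.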
* marks the source's active call; other numbers are inactive results; [ ] = remark or other dose. Unless noted, the call rests on the fitted dose curve; in most records, active means well fitted curve in the direction sought with a large enough effect; inconclusive means small, poorly fitted or top-dose-only effect, or another doubt; inactive means no such curve, though single readings can be large; an effect the other way counts as inactive or inconclusive.

For O=C(C[n+]1ccccc1)N/N=C/c1ccc(Cl)cc1 the results were ELG1 genotox 0%, FLuc counter 2%, Tb PFK block 6%, uPA generation 15%, Giardia kill -13, KCNH2 3.1 inh -6, NPC1 prom act -2% and Rab9 prom act -3%.
COc1cc(SC)ccc1C(=O)NCCCn1ccnc1 was read as ELG1 genotox -3%, FLuc counter -1%, Tb PFK block -6%, uPA generation 0%, Giardia kill 16, VP16 counter 14%, KCNH2 3.1 inh -7, NPC1 prom act 1%, Rab9 prom act -2%, FBPA coupling cs 1 and RORgamma inh 11%.
`Cc1ccc(/C=N/NC(=O)Cn2cnc3c2c(=O)n(C)c(=O)n3C)s1` gave ELG1 genotox -1%, FLuc counter -2%, Tb PFK block 0%, uPA generation 2%, Giardia kill 2, VP16 counter 3%, KCNH2 3.1 inh -7, NPC1 prom act 1%, Rab9 prom act -1%, FBPA coupling cs 2 and RORgamma inh -4%.
Cc1cc(NC2C3CC4CC(C3)CC2C4)n2nnnc2n1 (stereo not given) was read as ELG1 genotox -2%, FLuc counter 5%, Tb PFK block -1%, uPA generation 10%, Giardia kill 18, VP16 counter 3%, KCNH2 3.1 inh 0, NPC1 prom act -2%, Rab9 prom act -12%, FBPA coupling cs 0 and RORgamma inh 5%[10 µM].
`COc1ccccc1N1CCN(CC(=O)Nc2ccc(C)c(F)c2)CC1` gave ELG1 genotox -6%, FLuc counter -2%, Tb PFK block -4%, uPA generation 6%, Giardia kill -1, VP16 counter -10%, KCNH2 3.1 inh 10, NPC1 prom act 7%, Rab9 prom act -1%, FBPA coupling cs -4 and RORgamma inh 12%.
O=C(c1cc2c(s1)-c1ccccc1OC2)N1CCCC1 was read as ELG1 genotox inconclusive, FLuc counter 12µM*, Tb PFK block 3%, uPA generation -19%, Giardia kill -13, VP16 counter 9%, KCNH2 3.1 inh -3, NPC1 prom act inconclusive, Rab9 prom act 2.8µM*, FBPA coupling cs -9 and RORgamma inh 34%.
Screening O=C(N/N=C/c1cccc(OC(=O)c2ccccc2Cl)c1)c1cccnc1 returned ELG1 genotox 18%, FLuc counter 24µM*, Tb PFK block -1%, uPA generation -2%, Giardia kill -4, VP16 counter -2%, KCNH2 3.1 inh -8, NPC1 prom act 24%, Rab9 prom act 10%, FBPA coupling cs 0 and RORgamma inh -30%.
`Cc1nnc(SCc2ccc(Cl)c(Cl)c2)s1` gave ELG1 genotox 14%, FLuc counter inconclusive, Tb PFK block 24µM*, uPA generation 8%, Giardia kill inconclusive, VP16 counter 6%, KCNH2 3.1 inh -2, NPC1 prom act -1%, Rab9 prom act 20%, FBPA coupling cs 3 and RORgamma inh 16%.
CC1CC(C)CN(CCCNC(=O)CC2Oc3ccccc3NC2=O)C1 (stereo not given) was read as ELG1 genotox 0%, FLuc counter 5%, Tb PFK block -2%, uPA generation -29%, Giardia kill 6, VP16 counter -1%, KCNH2 3.1 inh 20, NPC1 prom act 5%, Rab9 prom act -4%, FBPA coupling cs -1 and RORgamma inh 26%.
For Cc1cc(C)n(-c2ccc3nncn3n2)n1 the results were ELG1 genotox 3%, FLuc counter 0%, Tb PFK block -4%, uPA generation 6%, Giardia kill 4, VP16 counter -6%, KCNH2 3.1 inh 9, NPC1 prom act 2%, Rab9 prom act -10%, FBPA coupling cs 4 and RORgamma inh -1%.
Cc1cc(Cl)ccc1N=C1N=C(N)c2ccccc21 was read as ELG1 genotox 0%, FLuc counter inconclusive, Tb PFK block -8%, uPA generation -17%, Giardia kill 8, VP16 counter -20%, KCNH2 3.1 inh -2, NPC1 prom act -2%, Rab9 prom act -6%, FBPA coupling cs 2 and RORgamma inh inconclusive.
`CC(C)CC1(C)N=C(c2ccccc2)C(=S)N1` (stereo not given) gave ELG1 genotox -2%, FLuc counter -4%, Tb PFK block 5%, uPA generation 3%, Giardia kill 2, VP16 counter 2.8µM*, KCNH2 3.1 inh -11, NPC1 prom act -5%, Rab9 prom act 10%, FBPA coupling cs -16 and RORgamma inh 2.8µM*.
For CCOc1ccccc1NC(=O)C1CCN(C(=O)c2cccs2)CC1 the results were ELG1 genotox -4%, FLuc counter -1%, Tb PFK block 2%, uPA generation 3%, Giardia kill -7, VP16 counter 0%, KCNH2 3.1 inh 2, NPC1 prom act -3%, Rab9 prom act -5%, FBPA coupling cs 7 and RORgamma inh 16%.
CCn1c(NC2CCCCC2)nc2ccccc21 was read as ELG1 genotox -1%, FLuc counter -2%[2.3 µM], Tb PFK block -2%, uPA generation -8%, Giardia kill -6, VP16 counter 5%, KCNH2 3.1 inh -9, NPC1 prom act -4%, Rab9 prom act -1%, FBPA coupling cs -3 and RORgamma inh inconclusive.
Screening C=CCNS(=O)(=O)CC12CCC(CC1=O)C2(C)C (stereo not given) returned ELG1 genotox 0%, FLuc counter 1%, Tb PFK block -2%, uPA generation 0%, Giardia kill 14, VP16 counter 6%, KCNH2 3.1 inh 1, NPC1 prom act -3%, Rab9 prom act 0%, FBPA coupling cs 1 and RORgamma inh -11%.
Screening O=C(NCc1cccs1)C(=O)NCC(c1ccco1)N1CCN(c2ccccc2)CC1 (stereo not given) returned ELG1 genotox -13%, FLuc counter 0%, Tb PFK block 0%, uPA generation -11%, Giardia kill -1, VP16 counter -11%, KCNH2 3.1 inh 14, NPC1 prom act 0%, Rab9 prom act -2%, FBPA coupling cs 0 and RORgamma inh 38%.
Screening O=S(=O)(c1ccc2c(c1)OCCO2)N1CCC(n2nnc3cc(F)ccc32)CC1 returned ELG1 genotox -2%, FLuc counter 9%, Tb PFK block -4%, uPA generation 2%, Giardia kill -23, VP16 counter -6%, KCNH2 3.1 inh 10, NPC1 prom act -7%, Rab9 prom act -4%, FBPA coupling cs 3 and RORgamma inh 34%.
Brc1ccc(-c2n(-c3ccccn3)c3ccccc3[n+]2-c2ccccn2)cc1 was read as ELG1 genotox -7%, FLuc counter 0%, Tb PFK block 4%, uPA generation -17%, Giardia kill 3, VP16 counter 2%, KCNH2 3.1 inh -2, NPC1 prom act -6%, Rab9 prom act -4%, FBPA coupling cs -6 and RORgamma inh 77%.
`O=C(NCC(=O)N1CCN(S(=O)(=O)c2ccc3c(c2)OCCO3)CC1)c1ccccc1F` gave ELG1 genotox -3%, Tb PFK block -1%, uPA generation -28%, Giardia kill -22 and KCNH2 3.1 inh 3.
Screening CCCc1[nH]nc2c1C1(CCOC1C)C(C#N)=C(N)O2 (stereo not given) returned ELG1 genotox -1%, FLuc counter 0%, Tb PFK block -6%, uPA generation 4%, Giardia kill -6, VP16 counter 2%, KCNH2 3.1 inh 2, NPC1 prom act 2%, Rab9 prom act 5%, FBPA coupling cs 2 and RORgamma inh 0%.
Screening COc1ccc(NS(=O)(=O)c2cccc(C(=O)NNC(=O)CNC(=O)c3ccccc3)c2)cc1 returned ELG1 genotox 1%, FLuc counter -1%, Tb PFK block 0%, uPA generation inconclusive, Giardia kill -14, VP16 counter 0%, KCNH2 3.1 inh 4, NPC1 prom act 1%, Rab9 prom act 8% and RORgamma inh -17%.
CCOc1ccc(-n2c(SCC(=O)Nc3ccc(OC)cc3)nc3c(c2=O)SCC3)cc1 was read as ELG1 genotox 4%, FLuc counter 0%, Tb PFK block 1%, uPA generation 11%, Giardia kill -10, VP16 counter -12%, KCNH2 3.1 inh -7, NPC1 prom act 1%, Rab9 prom act -3%, FBPA coupling cs -3 and RORgamma inh 1%.
O=C(CCC(=O)Nc1cccc([N+](=O)[O-])c1)NCc1ccccc1 was read as ELG1 genotox 0%, FLuc counter 0%, Tb PFK block 6%, uPA generation -3%, Giardia kill 7, VP16 counter -2%, KCNH2 3.1 inh -3, NPC1 prom act -1%, Rab9 prom act 2%, FBPA coupling cs 3 and RORgamma inh 10%.
`Cc1onc(-c2ccccc2)c1C(=O)N1CCCN(C(=O)c2c(-c3ccccc3)noc2C)CC1` gave ELG1 genotox -8%, FLuc counter 0%, Tb PFK block 22%, Giardia kill -12, VP16 counter 24%, KCNH2 3.1 inh 5, NPC1 prom act -2%, Rab9 prom act -5%, FBPA coupling cs -1 and RORgamma inh 34%.
